HP1b chromo inh: HTS for Inhibitors of HP1-beta Chromodomain Interactions with Methylated Histone Tails. Chromobox protein homolog 1 (Homo sapiens), P83916. AlphaScreen HP1-beta / biotin-H3K9me3 peptide binding. Potency, µM (doses to about 114 µM), for inactives: at the top dose activity change, negative = inhibition, most hits filed as inhibitors. 390,000 compounds, 0.56% hits; further: nearly all actives have a fitted effect of over 70% in size; inactives centre near 23
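AlphaScreen: HP1-beta (50 nM) preformed 30 min with biotin-H3(1-18)K9me3 peptide (50 nM) in PBS pH 7.4, 0.01% Tween-20. Compound added for 30 min at RT, then streptavidin donor/nickel chelate acceptor beads (10 ug/mL) for 30 min.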
BAZ2B block: qHTS Assay for Inhibitors of BAZ2B; Bromodomain adjacent to zinc finger domain protein 2B (Homo sapiens), Q9UIF8; AlphaScreen BAZ2B-H3K14Ac peptide displacement; Potency, µM (titrated, usually from 114 µM), for the others: at the highest dose activity change, negative = inhibition, usual class: inhibitors; 360,000 compounds, 4.4% hits; further: on the % scale 0 is the no-effect control and ±100 the full control effect; nearly all actives have a fitted effect of over 60% in size
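Complex of BAZ2B and biotin-H3K14Ac (50 nM apiece) forms over 30 min at RT, then faces library compounds up to 110 uM for another 30 min; AlphaScreen beads added, 20 min dark incubation, luminescence read.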
Pol iota inh: qHTS for Inhibitors of Polymerase Iota; 390,000 compounds, 1% hits; DNA polymerase iota (Homo sapiens), Q9UNA4; Pol iota fluorescent replication assay, 10 min; Potency, µM (top dose mostly 115 µM), inactives show at the top dose activity, negative = inhibition, hits mostly inhibitors
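Fluorescent replication assay read twice, at 0 min and 10 min after adding 50 nM (final) substrate. Enzyme (10 nM) and compounds were first incubated 15 min at room temperature; enzyme-free buffer wells were negative controls.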
GLS inhibitor: qHTS for Inhibitors of Glutaminase (GLS) | 410,000 compounds, 0.21% hits | GLS enzymatic activity, qHTS titration | Potency, µM (doses to about 45.5 µM), for the others: at the top dose activity change, negative = inhibition, most hits filed as inhibitors | Glutaminase kidney isoform, mitochondrial (Homo sapiens), O94925; further: on the % scale 0 is the no-effect control and ±100 the full control effect
Target sequence (O94925 whole entry, looked up, canonical isoform): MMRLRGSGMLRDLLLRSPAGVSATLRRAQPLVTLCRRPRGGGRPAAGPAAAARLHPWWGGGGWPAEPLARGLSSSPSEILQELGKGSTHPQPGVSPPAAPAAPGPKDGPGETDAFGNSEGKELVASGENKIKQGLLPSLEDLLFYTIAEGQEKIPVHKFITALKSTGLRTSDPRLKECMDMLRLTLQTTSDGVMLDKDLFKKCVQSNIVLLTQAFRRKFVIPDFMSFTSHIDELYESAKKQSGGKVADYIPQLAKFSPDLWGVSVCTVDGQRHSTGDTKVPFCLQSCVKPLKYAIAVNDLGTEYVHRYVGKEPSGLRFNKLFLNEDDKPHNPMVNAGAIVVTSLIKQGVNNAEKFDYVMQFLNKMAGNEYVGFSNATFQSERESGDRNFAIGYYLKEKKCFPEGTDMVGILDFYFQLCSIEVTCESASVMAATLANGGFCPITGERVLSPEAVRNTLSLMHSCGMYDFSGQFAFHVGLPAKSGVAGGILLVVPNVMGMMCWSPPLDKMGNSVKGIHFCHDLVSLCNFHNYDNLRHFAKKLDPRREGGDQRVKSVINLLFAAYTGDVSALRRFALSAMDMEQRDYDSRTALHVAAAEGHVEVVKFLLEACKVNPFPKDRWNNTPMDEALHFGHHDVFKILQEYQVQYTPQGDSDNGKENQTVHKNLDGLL
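Glutamate formation by hKGA was monitored fluorometrically using coupled glutamate oxidase, HRP and Amplex Red. Substrate was added as 1 mM L-glutamine solution; incubation was 30 min at RT after an initial read.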
JMJD2A Tudor inh: qHTS Assay for Inhibitors of JMJD2A-Tudor Domain. Potency, µM (top dose mostly 114 µM), for the others: top-dose activity change, negative = inhibition, hits mostly inhibitors. AlphaScreen JMJD2A-Tudor / H3K4me3 peptide binding. AID 504339, 2011. Lysine-specific demethylase 4A (Homo sapiens), O75164. 390,000 compounds, 4.4% hits; further: on the % scale 0 is the no-effect control and ±100 the full control effect; nearly all actives have a fitted effect of over 50% in size
Pin1 inh: qHTS Assay to Find Inhibitors of Pin1. Pin1 FP peptide displacement, HiFluor488, 10 min. Potency, µM (top dose mostly 115 µM), inactives show at the highest dose activity, negative = inhibition, most hits filed as inhibitors. 390,000 compounds, 0.009% hits. AID 504891, 2011; active means well fitted inhibition curve with a large enough effect in the polarisation, with a control signal flat, not every such curve was filed as active; inconclusive means small, poorly fitted or top-dose-only effect, or effect the other way, or a change in a side signal; inactive means no such curve, though single readings can be large or run the other way; the % refers to the polarisation; further: on the % scale 0 is the no-effect control and ±100 the full control effect
Target sequence (Q13526 whole entry, looked up): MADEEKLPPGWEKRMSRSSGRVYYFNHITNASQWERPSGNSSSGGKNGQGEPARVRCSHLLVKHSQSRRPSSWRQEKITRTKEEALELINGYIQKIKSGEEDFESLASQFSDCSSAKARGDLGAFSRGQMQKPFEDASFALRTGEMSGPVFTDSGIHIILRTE
G9a inh: qHTS Assay for Inhibitors of Histone Lysine Methyltransferase G9a; Histone-lysine N-methyltransferase EHMT2 (Homo sapiens), Q96KQ7; 350,000 compounds, 8.8% hits; AID 504332, 2011; G9a H3K9 monomethylation, AlphaScreen, 2 h; Potency, µM (highest dose often 102 µM), for the others: at the highest dose activity, negative = inhibition, hits mostly inhibitors; further: on the % scale 0 is the no-effect control and ±100 the full control effect; nearly all actives have a fitted effect of over 75% in size
Target sequence (Q96KQ7 913-1193 limits assumed): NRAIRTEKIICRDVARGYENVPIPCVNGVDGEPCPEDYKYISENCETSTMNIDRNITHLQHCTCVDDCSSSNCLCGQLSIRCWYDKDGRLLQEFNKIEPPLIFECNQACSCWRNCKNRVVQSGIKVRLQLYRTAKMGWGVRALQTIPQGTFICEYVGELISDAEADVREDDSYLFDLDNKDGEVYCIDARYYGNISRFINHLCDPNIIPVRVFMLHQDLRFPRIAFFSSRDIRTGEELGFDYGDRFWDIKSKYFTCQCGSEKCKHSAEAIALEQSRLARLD
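Compounds were preincubated with 20 nM G9a for 15 min, after which biotinylated H3K9 peptide (500 nM) and SAM (20 uM) started a 2 h room-temperature reaction. Monomethylated product was quantified by antibody-based AlphaScreen chemiluminescence.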
PGK inhibitor: qHTS Assay to Find Inhibitors of Phosphoglycerate Kinase. PGK/GAPDH coupled, Kinase-Glo luminescence, 60 min. Potency, µM (top dose mostly 57.5 µM), for the others: at the top dose activity change, negative = inhibition, hits mostly inhibitors. Phosphoglycerate kinase, glycosomal (Trypanosoma brucei brucei), P07378. 380,000 compounds, 0.043% hits. AID 602233, 2012; further: on the % scale 0 is the no-effect control and ±100 the full control effect; nearly all actives have a fitted effect of over 60% in size
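Luminescent ATP detection (Kinase-Glo Plus) follows a 60-minute room-temperature incubation, with wells lacking PGK as controls. Buffer: 100 mM TEA (pH 7.6), 5 mM MgCl2, 0.01% Tween-20. Coupling enzyme GAPDH (100 nM final) supplies unstable 1,3-BPG in-well.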
BLM inh: qHTS Assay for Inhibitors of Bloom's syndrome helicase (BLM). RecQ-like DNA helicase BLM (Homo sapiens), P54132. recombinant BLM DNA unwinding, fluorescence dequenching. Potency, µM (titrated, usually from 56.1 µM), inactives show at the top dose activity change, negative = inhibition, most hits filed as inhibitors. 350,000 compounds, 0.2% hits. AID 2528, 2010;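 further: plate controls were vehicle for no effect and no enzyme for full effect; nearly all actives have a fitted effect of over 35% in size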
Active calls of the source: *; i = inactive; ? = inconclusive; nt = not tested or not shown; & = joins results of further samples; [ ] = dose if it differs, or a comment. Unless noted, the call rests on the fitted dose curve; in most records, active means well fitted curve in the direction sought with a large enough effect; inconclusive means small, poorly fitted or top-dose-only effect, or another doubt; inactive means no such curve, though single readings can be large; an effect the other way counts as inactive or inconclusive. Potency means the concentration at half of the fitted maximal effect. An excerpt (hit frequency here may not be typical).

1	O=C(NCc1cccnc1)c1ccc(NC(=O)c2ccc([N+](=O)[O-])cc2)cc1
2	COC(=O)C1=C(C(=O)OC)[C@@H]2N(C)c3ccc(OC)cc3[C@@]23C[C@@H](C(=O)OC)N(C(=O)c2cc(C)oc2C)C3=N1
3	Nc1c2c(nc3ccc(Br)cc13)N(c1ccccc1)CC2
4	CC(=O)c1ccc2c(ccc3ccccc32)c1
5	O=C(CSc1ccccc1F)NC(=O)c1ccccc1Br

Assay by compound,1,2,3,4,5
HP1b chromo inh,47%[activator],?,50µM*,48%[activator],33%
BAZ2B block,?,nt,40µM*,2%,nt
Pol iota inh,19%,27%,17%,5%,?
GLS inhibitor,2%,33%[activator],9%,17%,58%[activator]
JMJD2A Tudor inh,-17%,45µM*,10µM*,11%,-17%
Pin1 inh,4%,?,11%,5%,13%
G9a inh,-13%,nt,?,-5%[59 µM],nt
PGK inhibitor,6%,9%,nt,5%,-2%
BLM inh,-14%,-4%[12.4 µM],-2%,2%,nt

6	CCN(C(=O)COC(=O)CCS(=O)(=O)c1ccccc1)c1c(N)n(Cc2ccccc2)c(=O)[nH]c1=O
7	O=C(NCCNC(=O)c1cc(OCC(F)(F)F)ccc1OCC(F)(F)F)Nc1ccccc1
8	O=C(NCC1CCCO1)c1ccc(N2CCCCC2)nc1 (stereo unspecified)
9	CC1CCCC(C)N1C(=O)CSc1nnnn1Cc1ccccc1 (stereo unspecified)
10	COc1ccc(N(CC(=O)N2CCCCCC2)S(=O)(=O)c2ccccc2[N+](=O)[O-])c(OC)c1

Assay by compound,6,7,8,9,10
HP1b chromo inh,57%[activator],27%,15%,59%[activator],-14%
BAZ2B block,nt,?,-2%,-1%,-26%
Pol iota inh,31%,-1%,19%,11%,43%[activator]
GLS inhibitor,-4%,-1%,17%,9%,19%
JMJD2A Tudor inh,-5%,4%,-4%,-14%,-27%
Pin1 inh,-9%,13%,5%,-9%,-10%
G9a inh,nt,nt,9%[59 µM],?,-72%
PGK inhibitor,i,-3%,6%,-1%,-1%
BLM inh,nt,-2%,3%,1%,-3%

11	CCOc1ccc(/C(O)=C2/C(=O)C(=O)N(CC3CCCO3)C2c2cccs2)cc1 (stereo unspecified)
12	Fc1cc(Br)ccc1NC(=S)NCCc1ccccc1
13	O=c1oc2ccccc2cc1-c1cn2cc(Cc3ccc(Cl)cc3)sc2n1
14	CCOC(=O)C(NC(=O)CC)(Nc1ccccc1)C(F)(F)F (stereo unspecified)
15	Cc1ccccc1Cn1c(C)nc2ccccc21

Assay by compound,11,12,13,14,15
HP1b chromo inh,0%,39%[activator],35%,34%,20%
BAZ2B block,-3%,7%,1%,4%,2%
Pol iota inh,15%,-1%,19%,-3%,8%
GLS inhibitor,13%,0%,2%,12%,2%
JMJD2A Tudor inh,-29%,6%,1%,1%,-14%
Pin1 inh,-3%,-12%,-5%,-4%,-9%
G9a inh,-10%[59 µM],69%[activator],11%[59 µM],3%,39%
PGK inhibitor,-5%,-6%,-4%,3%,-5%
BLM inh,1%,-6%,1%,1%,-1%

16	Cc1occc1-c1nnc(SCC(=O)N2CCOCC2)n1Cc1ccco1
17	Cn1cc(/C=C2\SC(=S)N(NC(=O)c3ccccc3)C2=O)c2ccccc21
18	COC(=O)CSc1ncccc1-c1nc2ccccc2[nH]1
19	Nc1nc(Nc2ccc(Cl)cc2Cl)nc(C(F)(F)F)n1
20	O=C(/C=C/c1ccccc1[N+](=O)[O-])OCC(=O)N1CCCC1

Assay by compound,16,17,18,19,20
HP1b chromo inh,48%[activator],5%,17%,9%,39%[activator]
BAZ2B block,14%,?,-1%,8%,8%
Pol iota inh,-4%,155%[activator],-5%,6%,1%
GLS inhibitor,2%,-17%,4%,2%,-8%
JMJD2A Tudor inh,-8%,2%,-6%,-5%,10%
Pin1 inh,-5%,?,0%,1%,-7%
G9a inh,-4%[59 µM],1%[59 µM],-1%[12.7 µM],8%[12.7 µM],12%[12.7 µM]
PGK inhibitor,i,-10%,-9%,-3%,-6%
BLM inh,-1%,-8%,-1%,-4%,nt

21	CCOC(=O)C1CCCN(C(=O)c2ccc3c(c2)N(Cc2ccccc2)C(=O)c2ccccc2S3=O)C1 (stereo unspecified)
22	COc1ccc(-c2cc(C(F)F)n3ncc(C(=O)Nc4cc(OC)ccc4OC)c3n2)cc1
23	COC(=O)c1oc(-c2ccc(Cl)cc2)nc1C
24	COCCN(C(=O)COC(=O)c1nc(Cl)ccc1Cl)c1c(N)n(Cc2ccccc2)c(=O)[nH]c1=O
25	Cc1sc2ncnc(SCC(=O)Nc3cccc(S(N)(=O)=O)c3)c2c1C

Assay by compound,21,22,23,24,25
HP1b chromo inh,25%&49%,14%,39%,44%[activator],14%
BAZ2B block,-1%&-18%,-5%,9%,8%,nt
Pol iota inh,59%&11%[activator],18%,191%[activator],37%[activator],-13%
GLS inhibitor,-17%&-4%,-1%,1%,-1%,-3%
JMJD2A Tudor inh,4%&-32%,-22%,11%[57.1 µM],-8%,?
Pin1 inh,0%&-5%,0%,-4%,-11%,13%
G9a inh,1%&14%[59 µM],11%[59 µM],-6%,-4%,nt
PGK inhibitor,2%&-2%,-9%,-4%,i,-4%
BLM inh,2%&-4%,1%,0%,nt,nt

26	O=C(CCSCc1ccccc1Cl)N1CCN(c2ccc(F)cc2)CC1
27	CCOc1c(Br)cc(C2CC(=O)Nc3cc4c(cc32)OCO4)cc1OC (stereo unspecified)
28	O=C(c1n[nH]c2ccccc12)N1CCN(S(=O)(=O)c2ccc(Cl)cc2)CC1
29	COc1cccc(-c2cc(C(=O)N/N=C/c3cccc(OC)c3OC)c3ccccc3n2)c1
30	Cc1ncc([N+](=O)[O-])n1CCOC(=O)c1ccc(Br)cc1

Assay by compound,26,27,28,29,30
HP1b chromo inh,3%,10%,21%,-5%,15%
BAZ2B block,-7%,-36%,2%,nt,-28%
Pol iota inh,-6%,55%[activator],8%,-21%[58.9 µM],62%[activator]
GLS inhibitor,17%,-8%,-3%,4%,8%
JMJD2A Tudor inh,-30%,?,-13%,-25%,-20%
Pin1 inh,1%,1%,4%,11%,-13%
G9a inh,-33%[59 µM],?,1%[12.7 µM],nt,-8%
PGK inhibitor,8%,-8%,6%,i,-4%
BLM inh,-6%,-9%,nt,nt,-3%

31	c1ccc(OCc2cc(-c3ccccc3)no2)cc1
32	CC1CCCN(C(=O)CCNC(=O)Cn2cnc3ccccc3c2=O)C1 (stereo unspecified)
33	Nc1ccc(C(=O)N/N=C/c2cccc(Oc3ccccc3)c2)cc1
34	CNC[C@H]1Oc2ccc(NC(=O)Nc3ccc(OC)cc3)cc2C(=O)N([C@@H](C)CO)C[C@H]1C
35	Oc1c(Br)cc(Br)cc1C=NCc1ccc(F)cc1

Assay by compound,31,32,33,34,35
HP1b chromo inh,261%[activator],-1%,16%,-5%,46%[activator]
BAZ2B block,146%[activator],4%,?,nt,?
Pol iota inh,46%[activator],-3%,23%,10%,?
GLS inhibitor,-1%,8%,11%,11%,-23%
JMJD2A Tudor inh,247%[activator],-18%,-32%,?,-19%
Pin1 inh,0%,1%,2%,-3%,14%
G9a inh,289%[activator],16%,-3%,nt,-21%
PGK inhibitor,5%,-5%,i,-9%,-13%
BLM inh,-6%,-3%,-9%,nt,?

Entries of single compounds from above.
Results for Cc1occc1-c1nnc(SCC(=O)N2CCOCC2)n1Cc1ccco1 = HP1b chromo inh: 48%[activator]; BAZ2B block: 14%; Pol iota inh: -4%; GLS inhibitor: 2%; JMJD2A Tudor inh: -8%; Pin1 inh: -5%; G9a inh: -4%[59 µM]; PGK inhibitor: i; BLM inh: -1%
Results for COCCN(C(=O)COC(=O)c1nc(Cl)ccc1Cl)c1c(N)n(Cc2ccccc2)c(=O)[nH]c1=O = HP1b chromo inh: 44%[activator]; BAZ2B block: 8%; Pol iota inh: 37%[activator]; GLS inhibitor: -1%; JMJD2A Tudor inh: -8%; Pin1 inh: -11%; G9a inh: -4%; PGK inhibitor: i; BLM inh: nt

Remaining list, next part
36	CC1CCCN(S(=O)(=O)c2cc3c4c(c2)C(C)C(=O)N4CCC3)C1 (stereo unspecified)
37	Nc1nc(SCC(=O)Nc2ccc3c(c2)CCC3)n[nH]1
38	COc1ccc2nc(C)cc(N3CC(C)OC(C)C3)c2c1 (stereo unspecified)
39	CCOC(=O)c1sc(N)c(C#N)c1COC(=O)C1=COCCO1
40	CCOC(=O)C1CCN(c2nc3c(S(=O)(=O)c4ccc(CC)cc4)nnn3c3ccc(Cl)cc23)CC1
41	CCOC(=O)Nc1ccc2c(CN3C(=O)NC(CC)(CC)C3=O)cc(=O)oc2c1
42	CC1Nc2ccccc2C(=O)N1NC(=O)c1ccc(Br)cc1 (stereo unspecified)
43	Cc1cc(N)n(-c2ncnc3scc(-c4ccccc4)c23)n1

Assay by compound,36,37,38,39,40,41,42,43
HP1b chromo inh,35%,14%,23%,21%,69%[activator],65%[activator],24%,48%[activator]
BAZ2B block,-4%,5%,3%,22%,6%,-30%,nt,-2%
Pol iota inh,40%[activator],-2%,20%,42%[activator],32%[activator],-11%,8%,-16%
GLS inhibitor,-1%,25%,4%,16%,1%,-4%,-8%,19%
JMJD2A Tudor inh,-6%,-21%,-12%,-18%,8%,7%,10%,6%[57.1 µM]
Pin1 inh,-5%,1%,7%,?,32%[activator],-4%,-4%,-5%
G9a inh,16%,-7%[59 µM],7%[12.7 µM],?,28%[59 µM],0%,29%,67%[activator][12.7 µM]
PGK inhibitor,-8%,-2%,20%,9%,i,-7%,i,i
BLM inh,0%,0%,-2%,nt,-4%,-10%,-4%,-4%

Screening results from PubChem.
